Compound activity: PubChem BioAssay, National Center for Advancing Translational Sciences (NCATS)
S3 lipid droplet: qHTS Assay for Lipid Storage Modulators in Drosophila S3 Cells | hit rate 0.64% among 320,000 | Drosophila S3 cells, BODIPY lipid droplet fluorescence, 18-24 h; cells fed with added oleic acid | Potency in µM for hits, for the others lipid storage change, negative = inhibition, % at the top dose, mostly 46.1 µM; active = well fitted inhibition curve with a large enough effect in the signal ratio, with a control signal flat, not every such curve was filed as active; inconclusive = small, poorly fitted or top-dose-only effect, or effect the other way, or a change in a side signal; the % refers to the signal ratio
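Drosophila S3 cells loaded with oleic acid (400 uM, as added) and compounds at several concentrations; lipid droplets imaged by 488-nm laser-scanning cytometry, 500–530 nm intensity and object ratio to cell channel. Percent activity normalized to 20 uM Triacsin C.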
S3 lipid droplet cell count max: recorded beside S3 lipid droplet, whose call it bears; cell number change, %; measured here: cell count max response;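 cells counted by Cell Tracker Red CMTPX staining in the red channel; peak over a dose series mostly up to 46.1 µM; percent activity relative to internal control wells on each plate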
An asterisk follows results filed as active; i = inactive; ? = inconclusive; nt = no result given; [ ] = remark or other dose. % is set by controls: 0 for no effect and ±100 for the full control effect; potency is the fitted concentration of half-maximal effect. A portion of the library; count on the stated rates, not on these rows.

molecule,S3 lipid droplet,S3 lipid droplet cell count max
O=C(Cn1nnc(-c2ccccc2)n1)NC(=O)NC1CCCC1,?,nt
CC(NC(=O)C(Cc1ccccc1)n1cccc1)c1ccccc1 (stereo not drawn),?,nt
O=C(Nc1cccc(F)c1)NC1(C(=O)N2CCC(O)CC2)CCCCC1,?,nt
CC(=O)c1c(C)[nH]c(C)c1C(C)=O,60.4%,nt
COCCN(Cc1cc2cc3c(cc2nc1Cl)OCO3)C(=O)c1ccc(C)cc1,?,nt
COC(=O)c1cc(-n2cccc2)ccc1N1CCOCC1,-2.1%,-8.5
CCOC(=O)Nc1ccc2c(c1)N(C(=O)CCN(CC)CC)c1ccccc1S2=O (stereo not drawn),?,nt
O=C(c1ccco1)N1CCN(CC(=O)N2c3ccccc3CCc3ccccc32)CC1,i,7.7
N#C/C(=C/c1ccc(O)c([N+](=O)[O-])c1)C(=O)Nc1ccccc1,6.0%,-0.1
N#CC1(NC(=O)COC(=O)C2=COCCO2)CCCCC1,-0.6%,4.9
O=C(O)Cn1c(SCc2cccc3ccccc23)nc2ccccc21,-10.1%,22.3
CCc1ccccc1NC(=O)c1cc2ncc(Br)cn2n1,i,24.7
COC(=O)C1CCN(CC(=O)N(C)c2c(N)n(Cc3ccccc3)c(=O)[nH]c2=O)CC1,?,nt
O=C(C1CCCCC1)N(Cc1ccccc1)c1ccccn1,?,nt
Cc1cc(C(=O)OCC(=O)c2cccs2)ccc1[N+](=O)[O-],?,nt
O=C(NCc1nc2ccccc2[nH]1)C1=C[C@H](c2coc3ccccc3c2=O)C[C@H](OCc2ccc(CO)cc2)O1,7.1%,5.7
O=C(CSc1nc(-c2ccccc2)nn1C(=O)c1ccccc1)Nc1cccc([N+](=O)[O-])c1,-13.7%,-18.2
O=C(CC(Cc1ccccc1)C(=O)O)Nc1cccc(C(F)(F)F)c1 (stereo not drawn),i,4.5
O=C(NCC1CCCO1)c1ccc(COc2ccc(Cl)cc2)cc1 (stereo not drawn),?,nt
CN(C)S(=O)(=O)n1cc(/C=C(\NC(=O)c2ccccc2)C(=O)N2CCCC2)c2ccccc21,?,nt
CCn1cc(C(=O)NCCCN2CCCCCC2)c(=O)c2cc(S(=O)(=O)N3CCc4ccccc4C3)ccc21,7.4%,-17.9
CCOC(=O)C(C(C)=O)C(c1ccc(OC)cc1)C(C(C)=O)C(=O)OCC (stereo not drawn),?,nt
Nc1nonc1C(=O)NCCNC(=O)c1cccs1,?,nt
O=C(CSc1ccc2nnc(-c3cccnc3)n2n1)Nc1ccc(F)cc1F,?,nt
Cc1ccccc1Nc1nc(N)nc(CSc2nnc(C)n2C)n1,?,nt
O=C(Nc1cccnc1)C1CCN(S(=O)(=O)c2cccs2)CC1,?,nt
COc1ccc(C(=O)/C=C/C(=O)N(Cc2ccccc2OC)C(C(=O)NC2CCCCC2)c2ccncc2)c(O)c1 (stereo not drawn),3.5%,5.7
CN(Cc1ccccc1)c1oc(COc2ccccc2F)nc1C#N,?,nt
COc1ccc(NC(=O)CCCCC(=O)Nc2ccc(OC)cc2)cc1,?,nt
Cc1nn(Cc2ccccc2)c(Cl)c1C(=O)NCCc1ccccc1,18.9%,-1.7

6 entries from above, sorted by the number in S3 lipid droplet cell count max, high to low:
| SMILES | S3 lipid droplet cell count max |
| --- | --- |
| CCc1ccccc1NC(=O)c1cc2ncc(Br)cn2n1 | 24.7 |
| O=C(O)Cn1c(SCc2cccc3ccccc23)nc2ccccc21 | 22.3 |
| O=C(c1ccco1)N1CCN(CC(=O)N2c3ccccc3CCc3ccccc32)CC1 | 7.7 |
| COc1ccc(C(=O)/C=C/C(=O)N(Cc2ccccc2OC)C(C(=O)NC2CCCCC2)c2ccncc2)c(O)c1 (stereo not drawn) | 5.7 |
| N#CC1(NC(=O)COC(=O)C2=COCCO2)CCCCC1 | 4.9 |
| COC(=O)c1cc(-n2cccc2)ccc1N1CCOCC1 | -8.5 |

Full records from above. Screens in order: S3 lipid droplet | S3 lipid droplet cell count max
CCOC(=O)C(C(C)=O)C(c1ccc(OC)cc1)C(C(C)=O)C(=O)OCC (stereo not drawn) is entered as ? | nt
N#C/C(=C/c1ccc(O)c([N+](=O)[O-])c1)C(=O)Nc1ccccc1 is entered as 6.0% | -0.1

Later entries:
molecule,S3 lipid droplet,S3 lipid droplet cell count max
Cc1nn2c(Nc3ccc(F)cc3)c3c(nc2c1-c1ccccc1)CCC3,?,nt
COc1ccc(/C=N/OCC(=O)N(Cc2ccc(OC)cc2)c2ccccc2C(=O)O)cc1,?,nt
Cc1nccn1CCC1CCCCN1C(=O)CCc1nnc(-c2ccsc2)o1 (stereo not drawn),?,nt
O=C(CCCSc1nc(-c2ccco2)cc(C(F)(F)F)n1)Nc1ccc2c(c1)OCO2,?,nt
CCOC(=O)N1CCC(NC(=O)Cn2nc(-c3ccccc3)ccc2=O)CC1,?,nt
Cc1cc2oc(=O)cc(CN3CCN(S(=O)(=O)c4cccs4)CC3)c2cc1C,?,nt
CCCN1C(=O)c2ccccc2NC1c1ccc(Cl)c(Cl)c1 (stereo not drawn),-3.6%,4.1
Cc1ccc(OCC(=O)NCCCNC(=O)c2cccnc2)cc1C,?,nt
CCOc1ccc(Nc2nc3c(c(=O)[nH]2)CCCC3)cc1,?,nt
CC(C)c1ccc(/C=c2\sc3nc(-c4ccncc4)nn3c2=O)cc1,?,nt
Cc1ccc(/C=N/Nc2cc(C)nc(NCc3ccccc3)n2)cc1,?,nt
O=C(O)CSc1ccc(S(=O)(=O)N2CCCC2)cn1,?,nt
CC(=O)N1CCN(c2ccc(NC(=O)c3cccc(Cl)c3Cl)cc2)CC1,?,nt
COc1ccc(NC(=O)C(=O)NCCCO)cc1Cl,?,nt
CCS(=O)(=O)Nc1ccc(C2=NN(C(=O)c3ccco3)C(c3ccc(C)cc3)C2)cc1 (stereo not drawn),?,nt
CC(=O)Nc1ccc(S(=O)(=O)NC2CCS(=O)(=O)C2)cc1Cl (stereo not drawn),8.6%,5.5
Cc1cc(C(=O)N2CCC(C(=O)O)CC2)c(C(F)(F)F)o1,2.8%,nt
O=C(NCCS(=O)(=O)N1CCN(c2ccccc2)CC1)c1ccco1,?,nt
O=C(NCCc1nc2ccccc2[nH]1)/C(=C/c1ccco1)NC(=O)c1ccco1,19.0%,nt
CCCC(=O)Nc1ccccc1-c1nnc(SC)[nH]c1=O,?,nt
COc1cc(C2NC(=O)NC(c3ccccc3)=C2C(C)=O)ccc1OCC#N (stereo not drawn),?,nt
O=C(/C=C/Nc1cccc(C(F)(F)F)c1)c1ccc(Oc2ncccn2)cc1,7.1%,24.9
S=C1NC[C@H](c2ccccc2)N1CCCCC1CCCCC1,-16.4%,-3.6
CCN(CC(=O)Nc1ccccc1OC)C(=O)c1cc(-c2ccccc2)nn1-c1ccccc1,?,nt
COC(=O)C1=C(N)OC2=C(C(=O)CC(C)(C)C2)C1c1ccccc1OC (stereo not drawn),-1.1%,-6.7
COc1ccc(CNc2oc(-c3cccc4ccccc34)nc2C#N)cc1,-4.4%,-5.9
CCOC(=O)C1CCN(C(=O)CCCOc2ccccc2)CC1,?,nt
Clc1ccccc1CSc1ncccn1,?,nt
COc1ccc(NC(=O)CN(C)C(=O)Cc2coc3cc(C)c(C)cc23)cc1,5.7%[0.0737 µM],-3.4
O=C(CNC(=O)c1cccs1)Nc1ccc2c(c1)OCCO2,21.1%,nt
CCCN(CC(=O)Nc1ccccc1C)C(=O)c1ccc(S(=O)(=O)N2CCCCC2)cc1,-17.7%,16.4
Cc1c(Cl)cccc1NC(=S)NCCc1ccc(S(N)(=O)=O)cc1,-0.7%,13.4
O=C(CC1CCCCC1)Nc1nc2ccccc2s1,-18.6%,-6.1
Nc1ccc([N+](=O)[O-])cc1C(=O)NNC(=O)c1ccco1,1.7%,14.4
Cc1cc(NCCCn2ccnc2)n2ncc(-c3ccccc3)c2n1,?,nt
O=C(CNC(=O)c1ccc(Br)cc1)NCC(=O)OCC(=O)c1ccccc1,?,nt
O=c1cc(-c2c(F)c(F)c(F)c(F)c2F)oc2ccccc12,?,nt
CCOc1ccc(-c2nnn(CC(=O)NCc3ccco3)n2)cc1OCC,-0.4%,-4.1
Nc1c(Cl)cc(C2=NCCn3nc4cc([N+](=O)[O-])ccc4c32)cc1Cl,5.17µM*,13.3*
NC(=O)c1c(NC(=O)C2CCCO2)sc2c1CCCC2 (stereo not drawn),-3.3%,-6.6
O=C(NCC1CCCO1)c1cc(-c2ccccc2)nc2ccccc12 (stereo not drawn),?,nt
COc1ccc(OC)c(NC(=O)CN2C(=O)C3(OCCCO3)c3ccccc32)c1,?,nt
CCN(C1CCCCC1)S(=O)(=O)c1cc2c3c(c1)CCN3C(=O)CC2,13.3%,5.2
Cc1ccnc(NC(=O)c2c(O)c3ccccc3n(C)c2=O)c1,?,nt
C=CCn1c(Cn2nnc3ccccc32)nnc1SCC(=O)N/N=C/c1cc(Br)cc(OC)c1O,i,nt
C=CCn1c(SCC(=O)NCC)nc2sc3c(c2c1=O)CCC3,?,nt
O=C(Nc1ccccc1)OCc1cnc(Cl)s1,-3.1%,4.2
Cc1ccc(S(=O)(=O)Nc2ccc3c(c2)n(C)c(=O)n3C)cc1,13.6%,-7.8
CC1CC(C)CN(c2oc(Cc3ccccc3)nc2C#N)C1 (stereo not drawn),?,nt
CC(=O)c1c(C(C)=O)c(C)n(-c2nc(-c3ccccc3)c(C)s2)c1C,i,nt
CCCCN(CCCC)CCCNC(=O)C12CN(Cc3ccccc3)CC1C(c1cccc([N+](=O)[O-])c1)=NO2 (stereo not drawn),i,nt
Cc1cc(C(=O)COC(=O)c2ccc(Cl)c(S(N)(=O)=O)c2)c(C)n1CC1CCCO1 (stereo not drawn),?,nt
N#Cc1ccc(NCCc2ccccn2)c([N+](=O)[O-])c1,?,nt
CN(C(=O)c1ccc(NC(=O)Cc2ccc(NC(=O)C3CCN(C(=O)c4ccccc4)CC3)cc2)cc1)C1CC1,?,nt
COP(C)(=O)c1c(C)nn(-c2ccccc2)c1C (stereo not drawn),?,nt
COc1cccc(NC(=O)CN(C)C(=O)c2cc3c(s2)CCC3)c1,19.6%,nt
Cc1ccc(NC(=O)NC2CCN(S(=O)(=O)c3ccc(F)cc3)CC2)cc1,1.7%,-11.8
C=C(Br)Cn1c(CCCC)nc2ccccc21,i,nt
CCc1ccc(NC(=O)C2CC(=O)N(C(C)C)C2)cc1 (stereo not drawn),i,nt
CCN(CC)c1ccc(NC(=O)CN2CCN(CC(=O)Nc3ccccc3OC)CC2)cc1,i,nt

(next part)
Each structure is followed by: S3 lipid droplet | S3 lipid droplet cell count max
> COc1cc(OC)cc(C(=O)Oc2ccc(/C=N/Nc3nc4ccccc4s3)cc2OC)c1
  22.2% | nt
> CCOC(=O)c1c(NC(=O)C2CC2)sc(C)c1CC
  ? | nt
> Cc1cccc(OCC(=O)NCC(=O)N/N=C/c2ccc([N+](=O)[O-])cc2)c1
  -2.7% | -12.8
> O=c1[nH]nc(-c2cccs2)c2ccccc12
  ? | nt
> COc1ccc(N2CCN(C3CCCCC3NS(=O)(=O)c3ccc(Cl)cc3)CC2)cc1 (stereo not drawn)
  ? | nt
> OC(COc1ccc2cc(Br)ccc2c1)CN1CCOCC1 (stereo not drawn)
  3.0% | -0.6
> COc1ccc(-c2nnnn2CCc2ccccc2)cc1
  i | nt
> CN1CCN(CC(=O)Nc2cccc([N+](=O)[O-])c2)CC1
  ? | nt
> COc1ccc(C(O)c2nc3ccccc3n2C(C)C)cc1 (stereo not drawn)
  ? | nt
> C/C(=N\Nc1ccc([N+](=O)[O-])cc1[N+](=O)[O-])C(C)C(C)C (stereo not drawn)
  ? | nt
> Cc1noc(C)c1CSCC(=O)Nc1ccc(OC(F)F)c(Cl)c1
  ? | nt
> CNS(=O)(=O)c1ccc(NC(=S)Nc2ccc3c(c2)OCO3)cc1
  ? | nt
> Cc1ccc(N2CC(O)=C(c3nc4ccccc4c(=O)[nH]3)C2=N)cc1C
  7.5% | 2.5
> CN(C)S(=O)(=O)c1cccc(COc2ccccc2C(=O)Nc2ccccc2)c1
  i | -7.0
> CCN(CC(=O)Nc1ccc2c(c1)OCCO2)C(=O)c1cc(=O)[nH]c2ccccc12
  11.6% | 9.2
> COCCNC(=S)N(CCc1c(C)[nH]c2ccc(F)cc12)Cc1ccco1
  i | 5.9
> Cc1ccc(NS(=O)(=O)c2c(C)[nH]c(=O)[nH]c2=O)cc1F
  ? | nt
> O=C(NC(=S)NNC(=O)c1cccs1)c1ccc(Br)o1
  ? | nt
> Cc1nonc1NC(=O)OCCN1CCOC1=O
  ? | nt
> CCOC(=O)C1(CCOC)CCN(C(=O)c2sccc2C)CC1
  14.2% | 13.1
> O=C1CC(N2CCC(c3nc4ccccc4o3)CC2)C(=O)N1c1ccc(F)cc1 (stereo not drawn)
  ? | nt
> CC1=C(C(=O)OCCNC(=O)c2ccccc2O)C(c2ccccc2[N+](=O)[O-])C(C(=O)OCC2CCCO2)=C(C)N1 (stereo not drawn)
  ? | nt
> CCOC(=O)C1CCN(C(=O)CCC(=O)NCCc2ccc(Cl)cc2)CC1
  -3.7% | -8.8
> O=C(CCn1nnnc1CN1CCOCC1)N1CCC(c2cccc(Cl)c2)C1 (stereo not drawn)
  7.6% | 6.3
> CC(=O)c1cccc(NC(=O)CN(c2ccc(F)cc2)S(C)(=O)=O)c1
  ? | nt
